Abeta yeast res – restores growth of yeast expressing A-beta42 peptide | yeast expressing A-beta42, growth rescue, OD600, 48 h; response scale: 0% DMSO, 100% iron-clioquinol control | Potency, µM (series often up to 46.1 µM), for the others: top-dose growth rescue, usual class: activators | 0.063% of 410,000 active | AID 1347071; also: potency is read from the fitted curve at half-maximal effect; nearly all actives have a fitted effect of over 55% in size
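Yeast A-beta toxicity model in growth medium with pinned compounds, 48 h at 30 C; growth read as absorbance at 600 nm. Normalized to FeCl3/clioquinol equimolar mix (positive) and DMSO (negative).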
MmCpn inh – inhibitors of Methanococcus maripaludis chaperonin (MmCpn). Potency, µM (titrated, usually from 76.9 µM), without a hit: top-dose activity, negative = inhibition, most hits filed as inhibitors. AID 504842. purified Mm-Cpn ATPase, ADP Transcreener TR-FRET. 0.031% of 330,000 active; also: potency is read from the fitted curve at half-maximal effect; % is scaled to controls: 0 for no effect and ±100 for the full control effect; nearly all actives have a fitted effect of over 80% in size
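25 nM Mm-CPN + cpd, 10 min 37°C; + 10 uM ATP, 30 min 37°C; buffer 30 mM Tris pH 7.4, 100 mM KCl, 5 mM MgCl2, 1 mM DTT; Transcreener ADP HTRF detection 30 min RT.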
TDP43 rescue – TDP-43 toxicity inhibition in yeast | Potency, µM (series often up to 46.1 µM), for the others: at the highest dose growth rescue (activation), most hits filed as activators | 1.8% of 410,000 active | AID 652104 | TDP-43 expressing yeast growth rescue, BacTiter-Glo, 24 h; also: potency is read from the fitted curve at half-maximal effect; % of control where 0% means no effect; nearly all actives have a fitted effect of over 50% in size
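Cell-based yeast growth screen: TDP-43 expression induced in galactose, inoculum OD600=0.02 after raffinose pregrowth to mid-log. Read-out BacTiter-Glo luminescence at 24 hr, 30 deg C; inhibition of toxicity seen as signal increase.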
HEK293 tox – cytotoxicity in counter-screen for GLP-1R inverse agonists; HEK293 cAMP-luciferase reporter cells, luminescence, 24 h; Potency, µM (top dose mostly 38.3 µM), for the others: top-dose activity change, negative = inhibition, actives largely listed as inhibitors; 0.13% of 410,000 active; AID 624418;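 also: loss of luciferase light is scored as toxicity; potency is read from the fitted curve at half-maximal effect; % is scaled to controls: 0 for no effect and ±100 for the full control effect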
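To flag toxic compounds, the library was rerun on cells for 24 hr at 37 deg C and 5% CO2. Viability-linked luminescence was captured 12 min after adding luciferase detection reagent.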
GLP-1R inv ag – acts as inverse agonist at human GLP-1 receptor. HEK293 GLP-1R CRE-luciferase, luminescence, 24 h; GLP-1R form is constitutively active. Potency, µM (series often up to 38.3 µM), inactives show at the top dose activity change, negative = inhibition, hits mostly inhibitors. 1.6% of 410,000 active. AID 624417; also: potency is read from the fitted curve at half-maximal effect; % is scaled to controls: 0 for no effect and ±100 for the full control effect; nearly all actives have a fitted effect of over 55% in size
Target sequence (P43220 whole entry, looked up): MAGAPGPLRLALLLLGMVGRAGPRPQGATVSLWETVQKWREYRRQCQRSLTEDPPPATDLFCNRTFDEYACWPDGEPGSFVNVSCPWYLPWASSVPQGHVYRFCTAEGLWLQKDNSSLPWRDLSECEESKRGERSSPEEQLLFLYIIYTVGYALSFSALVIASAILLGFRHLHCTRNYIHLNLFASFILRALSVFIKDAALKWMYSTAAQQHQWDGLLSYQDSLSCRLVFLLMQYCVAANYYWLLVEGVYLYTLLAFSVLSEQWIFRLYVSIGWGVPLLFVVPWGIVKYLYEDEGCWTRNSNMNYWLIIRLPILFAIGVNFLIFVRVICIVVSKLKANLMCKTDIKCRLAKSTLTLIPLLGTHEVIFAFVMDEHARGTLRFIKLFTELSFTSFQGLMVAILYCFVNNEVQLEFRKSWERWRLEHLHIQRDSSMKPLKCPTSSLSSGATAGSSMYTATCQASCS
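Inverse agonists were sought by their lowering of basal cAMP reporter luciferase output in HEK293 cells stably carrying constitutively active human GLP-1R, after 24 h compound treatment.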
FUS suppressor – suppressors of FUS proteinopathy in yeast; AID 1347120; 0.24% of 390,000 active; Potency, µM (top dose mostly 76.6 µM), for inactives: at the top dose growth rescue (activation), hits mostly activators; S. cerevisiae FUS-expressing, growth rescue, OD600, 24 h;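 also: potency is read from the fitted curve at half-maximal effect; plate controls were DMSO vehicle for no effect and reference control for full effect; nearly all actives have a fitted effect of over 55% in size; some results filed as inactive show a strong effect at the top dose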
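Read-out: OD at 600 nm after 24hr at 30C, reporting rescue of FUS-induced yeast toxicity. Cells at OD 0.005 in galactose (2%) minimal medium; compounds tested in a dilution series; CP55940 titration from 92uM final as control.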
PTHR1 ag – agonists of human PTHR1 parathyroid hormone receptor; Q03431; HEK293 GP2 PTHR1 cells, GloSensor cAMP luminescence, 1 h; Potency, µM (highest dose often 115 µM), for inactives: top-dose activation, usual class: activators; 0.075% of 410,000 active; AID 743266; also: potency is read from the fitted curve at half-maximal effect; nearly all actives have a fitted effect of over 55% in size; some results filed as inactive show a strong effect at the top dose; inactives centre near -15; many of its hits are not listed in these tables
Target sequence (Q03431 whole entry, looked up): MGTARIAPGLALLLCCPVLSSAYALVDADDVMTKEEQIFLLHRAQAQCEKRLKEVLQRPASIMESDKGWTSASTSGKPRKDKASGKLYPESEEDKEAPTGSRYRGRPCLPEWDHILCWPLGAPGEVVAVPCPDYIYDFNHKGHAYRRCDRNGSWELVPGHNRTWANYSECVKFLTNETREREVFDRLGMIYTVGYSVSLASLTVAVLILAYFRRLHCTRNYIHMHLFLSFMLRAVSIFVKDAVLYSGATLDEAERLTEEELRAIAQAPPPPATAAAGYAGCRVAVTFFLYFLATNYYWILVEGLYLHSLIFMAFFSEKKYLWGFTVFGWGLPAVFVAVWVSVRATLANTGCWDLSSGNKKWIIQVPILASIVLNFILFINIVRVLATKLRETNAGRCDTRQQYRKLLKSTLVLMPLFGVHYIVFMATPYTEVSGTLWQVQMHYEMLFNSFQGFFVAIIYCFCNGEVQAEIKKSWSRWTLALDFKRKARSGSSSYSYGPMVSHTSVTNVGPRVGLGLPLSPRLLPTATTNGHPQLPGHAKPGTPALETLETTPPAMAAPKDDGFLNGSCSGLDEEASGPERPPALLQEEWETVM
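HEK-293-derived GP2 cells expressing PTHR1 and a GloSensor cAMP reporter, 3,000/well, plated overnight, given luciferin plus IBMX (each 0.5 mM as added) for 1 h at 37 °C, then compound for 1 h at 37 °C. Luminescence was read after 15 min at room temperature.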
aSyn yeast inh – rescues yeast growth from alpha-synuclein toxicity | Yeast expressing alpha-synuclein, growth rescue, BacTiter-Glo, 24 h | Potency, µM (series often up to 46.1 µM), for the others: at the highest dose growth rescue (activation), most hits filed as activators | 0.14% of 370,000 active | AID 652106; also: potency is read from the fitted curve at half-maximal effect; % of control where 0% means no effect; nearly all actives have a fitted effect of over 65% in size
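Rescue of yeast growth: cells expressing toxic alpha-synuclein, induced in galactose at OD600 0.02, incubated with compound 24 h at 30 C. ATP luminescence quantified growth; inhibitors of toxicity appear as activators.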
pAkt inh – Akt phosphorylation inhibition. AID 651550. 0.32% of 360,000 active. activity change, % for hits at 50 µM. Neuro2A IGF-stimulated pAkt S473 HTRF, 20 min; active compounds read low; in the data active = activity change below about -80%; inconclusive = mostly about -51% to -80%; also: % is scaled to controls: 0 for no effect and ±100 for the full control effect
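Neuro2A cells in DMEM with 0.5% FBS, overnight at 37 deg C, given compound at single 50 µM final, then IGF (6 nM final) for 20 min at 37 deg C. Lysed; phospho-Akt Ser473 by HTRF after 24 h, 665/615 ratio.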
Active calls of the source: *; i = inactive; u = inconclusive; x = not tested or not shown; & = joins results of further samples; [ ] = dose if it differs, or a comment. Unless noted, calls follow the shape of the dose curve; as a rule, active = well fitted curve in the direction sought with a large enough effect; inconclusive = small, poorly fitted or top-dose-only effect, or another doubt; inactive = no such curve, though single readings can be large; an effect the other way counts as inactive or inconclusive.

SMILES	Abeta yeast res	MmCpn inh	TDP43 rescue	HEK293 tox	GLP-1R inv ag	FUS suppressor	PTHR1 ag	aSyn yeast inh	pAkt inh
CCSc1nc2c([nH]c3ccccc32)c(=O)n1-c1ccc(OC)cc1	-9%	x	26%	2%	-3%	-18%	i	0%	x
CCOc1ccccc1-n1nnnc1SCC(=O)NC(=O)Nc1ccc2c(c1)OCCO2	-5%	0%	-7%	1%	u	27%	-3%[57.5 µM]	-1%	i
CCOc1cc(C(=O)NC)cc(Br)c1OC	-2%	0%	14%	1%	11%	-17%	0%	0%	i
COCCn1c(SCC(=O)Nc2cc(C)on2)nc2c(c1=O)SCC2	3%	1%	-21%	-12%	16%	21%	i	-9%	i
COc1ccc(S(=O)(=O)N(C)C[C@H]2Oc3ccc(NS(=O)(=O)c4cccs4)cc3C(=O)N([C@H](C)CO)C[C@@H]2C)cc1	8%	x	13%	-40%	34%[activator]	u	i	2%	i
Cc1ccc(S(=O)(=O)C(C#N)c2nc3ccccc3nc2N2CCN(C)CC2)cc1C (configuration not stated)	12%	-2%	-10%	116%[activator]	0%	13%	u	x	x
CCOC(=O)/C=C1/SCC(=O)N1CC(=O)c1ccc[nH]1	2%	x	-6%	7%	2%	23%	i	-5%	i
CCC(C)(C)NC(=O)C(c1ccc(OC)cc1)N(C(=O)CCC(=O)Nc1cc(C)on1)c1ccc(OC)cc1OC (configuration not stated)	-4%	1%	-9%	0%	8%	28%	-17%	-5%	i
COc1ccc(-c2c(C)c3ccc(O)c(CN4CCN(C)CC4)c3oc2=O)cc1OC	-7%	x	0%[9.22 µM]	277%[activator]	12%	-7%	i	x	x
CSc1ccc(C(=O)C2CCCN(C(=O)Cn3cnnn3)C2)cc1 (configuration not stated)	4%	-2%	-3%	-10%	-1%	x	i	-1%	i
CCOC(=O)c1c(NC(=O)COc2ccc(Cl)cc2C)sc2c1CCCCC2	-14%	x	12%	0%	3%	1%	12%	x	x
COc1ccc(CNC(=O)CCNS(=O)(=O)c2cc(Br)cnc2N)cc1	12%	0%	0%	-6%	u	-4%	-5%	11%	i
Cc1noc(C)c1C(=O)N1CCC1(C)C(=O)NS(=O)(=O)c1cccs1 (configuration not stated)	-23%	x	5%	7%	23%	-7%	i	u	i
NS(=O)(=O)c1ccc(-c2ccc(/C=N/Nc3ccc(C(=O)O)cc3)o2)cc1	4%	-18%	0%	156%[activator]	-25%	17%	i	1%	i
CCc1nc2ccc(C(=O)NCCCN3CCN(c4ccccc4F)CC3)cc2nc1CC	-11%	-2%	-6%	-17%	u	18%	-17%	5%	i
CCN(CC)S(=O)(=O)c1cccc(NC(=O)CN2C(=O)c3ccc([N+](=O)[O-])cc3C2=O)c1	20%	1%	-13%	60%[activator]	18%	x	-2%	0%	i
Cc1ccc(S(=O)(=O)Nc2ccccc2O)cc1	15%	x	u	-6%	-1%	-1%	i	11%	i
O=C(C1CCCCC1)N1CCN(S(=O)(=O)c2cccc([N+](=O)[O-])c2)CC1	2%	4%	16%	-19%	-5%	9%	-9%	-1%	i
CN(C)C(=O)C(Sc1ccc(S(=O)(=O)N2CCCC2)cn1)c1ccccc1 (configuration not stated)	9%	-1%	13%	-5%	6%	x	-20%	9%	i
COC(=O)c1sccc1NC(=S)N1CCN(c2cccc(C)c2C)CC1	0%	-11%	5%	-16%	u	x	-12%	-19%	i
CCN(CC)C(=O)CSc1ccc(C(F)(F)F)cc1[N+](=O)[O-]	15%	1%	18%	-2%	-4%	-15%	i	1%	i
C/C=C\C=C\C(=O)N1CC2(CC(c3cccc(NC(=O)/C(C)=C\C)c3)=NO2)C[C@H]1C(N)=O (some centres not stated)	-24%	1%	-7%	-6%	4%	23%	-14%	0%	i
O=C(COC(=O)Cc1ccsc1)Nc1cccc(F)c1	5%	2%	u	10%	-13%	-17%	u	0%	i
Cc1ccc(S(=O)(=O)N2CCN(c3cnn(C)c(=O)c3Cl)CC2)cc1	-20%	1%	-19%	6%	4%	-2%	i	-3%	i
CCOc1ccccc1NC(=O)Nc1cccc(C(C)=O)c1	-38%[inhibitor]	0%	13%	-16%	u	8%	i	-12%	i

Further results follow:
SMILES	Abeta yeast res	MmCpn inh	TDP43 rescue	HEK293 tox	GLP-1R inv ag	FUS suppressor	PTHR1 ag	aSyn yeast inh	pAkt inh
Cc1ccc(-c2nc(-c3cccnc3)sc2CC(=O)O)cc1	0%	-2%	10%	-19%	-5%	-26%	i	6%	i
COc1ccc(C(=O)NNC(=O)c2cc3cc(OC)ccc3oc2=O)cc1	2%	2%	9%	0%	11%	-12%	-2%	7%	i
O=C(CCCc1ccccc1)Nc1cccc2c1CCCC2	21%	1%	7%	-4%	u	14%	-32%[inhibitor]	3%	i
Cc1cccc(Oc2ccc3c(c2)cc(C(=O)O)n3C)c1	-7%	2%	u	-1%	-1%	-3%	-31%[inhibitor]	-24%	i
CCN(CC)c1ncnc2c1ncn2[C@H]1CN(Cc2ccccc2)C[C@@H](COC(C)=O)O1	-21%	x	11%	11%	38%[activator]	39%	8%	15%	x
O=C(CN(C(=O)Cn1nnc(-c2cccs2)n1)c1ccc2c(c1)OCCO2)NCc1ccccc1	8%	0%	5%	-20%	u	17%	i	7%	i
O=S(=O)(c1ccc(C2CCCCC2)cc1)N1CCOCC1	-5%	2%	11%	12%	23%	-4%	-29%	-11%	i
O=c1oc2ccccc2cc1-c1nc2c(s1)CCCC2	3%	1%	-2%	x	u	22%	-46%[inhibitor]	2%	i
O=C1Cc2cc(S(=O)(=O)N3CCN(c4ccccc4)CC3)ccc2N1	-8%&-6%	-1%	19%&23%	14%&-7%	6%&1%	24%&43%	-94%[inhibitor]	-6%	i
O=C(Nc1ccccc1Oc1cccnc1)C1CCCN(Cc2cccc(Cl)c2)C1 (configuration not stated)	-2%	1%	-9%	u	u	-9%	-5%	-8%	i
CC(C)(C)NC(=O)C(c1ccncc1)N(C(=O)Cn1nnc(-c2ccc(F)cc2)n1)c1cccc(F)c1 (configuration not stated)	8%	0%	-1%	10%	0%	x	10µM*	3%	i
CN(C(=O)c1ccc(NC(=O)C2CCN(C(=O)OC(C)(C)C)CC2)cc1)C1CCC1	1%	-3%	9%	4%	-7%	33%	i	1%	i
CCOc1ccc(-c2nn3c(-c4ccccc4)nnc3s2)cc1	-4%	2%	-19%	2%	74%[activator]	14%	-79%[inhibitor]	u	i
CN(C(=O)CC1C(=O)NCCN1Cc1ccc(F)cc1Cl)C1CCCCC1 (configuration not stated)	6%	-2%	4%	3%	-20%	8%	i	0%	i
O=C(CN1CCOCC1)NNC(=S)Nc1ccc(Cl)cc1	7%	0%	6%	4%	16%	-1%	-8%	-1%	i
Cc1ccc(SCCC(=O)Nc2ccc(Br)c(C)c2)cc1	10%	-1%	8%	5%	u	x	-1%	24%	i
CC(C)(C)OC(=O)N[C@H](/C=C/c1ccccc1)C(=O)OC(C)(C)C	3%	-3%	-11%	2%	-14%	7%	i	2%	i
CC(=O)c1ccc(OCCOc2ccc(Cl)c3cccnc23)cc1	-8%	-23%	-22%[9.22 µM]	-5%	-4%	7%	i	-4%	i
O=C(CSc1nc2ccccc2s1)N/N=C/c1ccco1	-5%	0%	10%	-1%[1.53 µM]	-28%	-6%	-1%	1%	i
O=C1N=c2ccc(Br)cc2=C1c1sc(=S)n(NS(=O)(=O)c2ccccc2)c1O	-16%	-2%	-17%[9.22 µM]	-21%	u	34%	-18%	-13%	i
Cc1nc(SCC(=O)NC2CCCC2)c2c(C)c(C)sc2n1	-3%	0%	-3%	-7%	-2%	-27%	-26%	11%	i
O=C(CCC1CCCCC1)NCc1ccccn1	9%	2%	8%	2%	16%	-6%	-15%	0%	i
CC(C)Oc1ccc(S(=O)(=O)N2CCCCC2)cc1NC(=O)C1CCCC1	-5%	-2%	2%	-12%	u	3%	-31%[inhibitor]	6%	i
CN(C(=O)COC(=O)C1CCN(S(=O)(=O)c2ccc3c(c2)OCCO3)CC1)C1CCS(=O)(=O)C1 (configuration not stated)	-2%	3%	1%	5%	4%	2%	i	7%	i
COc1cccc(-c2cc(CC3(O)CCN(CCCc4ccccc4)CC3)on2)c1	5%	0%	-17%	-3%	u	-4%	26%	-5%	i
COc1ccc(C(c2nnnn2C(C)(C)C)N2CCN(C/C=C/c3ccccc3)CC2)cc1 (configuration not stated)	-20%	x	-1%	4%	34%[activator]	-17%	-20%	-1%	i
O=C1CC(Nc2ccc(N3CCOCC3)cc2)C(=O)N1c1cccc(C(F)(F)F)c1 (configuration not stated)	-27%	-7%	20%	-9%	2%	u	-30%	-6%	i
COC(=O)CSc1ccc2nnc(-c3ccc(F)cc3)n2n1	18%	-2%	-9%	10%	0%	18%	i	-3%	i

Among those listed so far, 2 contain a furan ring, fused or not:
SMILES	Abeta yeast res	MmCpn inh	TDP43 rescue	HEK293 tox	GLP-1R inv ag	FUS suppressor	PTHR1 ag	aSyn yeast inh	pAkt inh
NS(=O)(=O)c1ccc(-c2ccc(/C=N/Nc3ccc(C(=O)O)cc3)o2)cc1	4%	-18%	0%	156%[activator]	-25%	17%	i	1%	i
O=C(CSc1nc2ccccc2s1)N/N=C/c1ccco1	-5%	0%	10%	-1%[1.53 µM]	-28%	-6%	-1%	1%	i

Screens deposited in PubChem by National Center for Advancing Translational Sciences (NCATS).

Only part of the results is shown, so the mix of outcomes need not match the whole.
